High-throughput results (PubChem)
MEP2 TOR yeast: alters MEP2-GFP fluorescence in TOR pathway yeast screen. S. cerevisiae MEP2-GFP strain, flow cytometry GFP, 3 h; 100% = DMSO control level. GFP response vs DMSO, % at 10 µM. actives 0.51% (n = 330,000);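 active = GFP response versus DMSO above a set limit, roughly screen mean plus 3 SD, cut at about 180% in these data; inconclusive = fewer than 70 cells counted for a yeast strain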;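 also: median GFP fluorescence of the barcode-gated MEP2-GFP cells per well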
procasp7 counter: activates human procaspase-7, counter-screen for procaspase-3 activators; actives 0.093% (n = 330,000); recombinant procaspase-7, Ac-DEVD-pNA absorbance 405 nm; D23A/D198A/D206A triple mutant, cannot self-cleave; scale: DMSO 0, 5 µM enzyme 100; P55210; activation, % at 8.5 µM; AID 463210;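 active = percent activation above the screen-wide mean plus 3 SD, cut at about 25% in these data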
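Assay system: Uncleavable procaspase-7 mutant enzyme / Input: 2 µM procaspase-7 mutant as dispensed / Dosing: single nominal 8.5 µM compound dose, 0.8% DMSO final / Timing: 1 h enzyme–compound preincubation and 2 h substrate reaction, both 25 °C / Detection: p-Nitroaniline absorbance at 405 nm, read at 0 and 120 min / Replication: singlicate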
RPL19A TOR yeast: modulators of TOR pathway RPL19A-GFP in S. cerevisiae; S. cerevisiae RPL19A-GFP strain, flow cytometry, 3 h; active compounds read low; percent response vs DMSO, % at 10 µM; actives 0.3% (n = 330,000); AID 2025;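 active = percent response vs DMSO below 50%; inconclusive = fewer than 70 events counted for the yeast strain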;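 also: median channel GFP fluorescence of the barcoded RPL19A-GFP strain; ratio of sample median GFP to plate DMSO average so 100% = DMSO; lower means less RPL19A-GFP as with rapamycin TOR inhibition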
AHR activator: activates the human aryl hydrocarbon receptor; P35869; AHR-responsive luciferase reporter cells, luminescence; activation, % at 5 µM; actives 2.5% (n = 320,000); AID 2796; in the data active = activation above about 47%;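 also: 0% = vehicle wells and 100% = reference agonist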
Target sequence (P35869 whole entry, looked up): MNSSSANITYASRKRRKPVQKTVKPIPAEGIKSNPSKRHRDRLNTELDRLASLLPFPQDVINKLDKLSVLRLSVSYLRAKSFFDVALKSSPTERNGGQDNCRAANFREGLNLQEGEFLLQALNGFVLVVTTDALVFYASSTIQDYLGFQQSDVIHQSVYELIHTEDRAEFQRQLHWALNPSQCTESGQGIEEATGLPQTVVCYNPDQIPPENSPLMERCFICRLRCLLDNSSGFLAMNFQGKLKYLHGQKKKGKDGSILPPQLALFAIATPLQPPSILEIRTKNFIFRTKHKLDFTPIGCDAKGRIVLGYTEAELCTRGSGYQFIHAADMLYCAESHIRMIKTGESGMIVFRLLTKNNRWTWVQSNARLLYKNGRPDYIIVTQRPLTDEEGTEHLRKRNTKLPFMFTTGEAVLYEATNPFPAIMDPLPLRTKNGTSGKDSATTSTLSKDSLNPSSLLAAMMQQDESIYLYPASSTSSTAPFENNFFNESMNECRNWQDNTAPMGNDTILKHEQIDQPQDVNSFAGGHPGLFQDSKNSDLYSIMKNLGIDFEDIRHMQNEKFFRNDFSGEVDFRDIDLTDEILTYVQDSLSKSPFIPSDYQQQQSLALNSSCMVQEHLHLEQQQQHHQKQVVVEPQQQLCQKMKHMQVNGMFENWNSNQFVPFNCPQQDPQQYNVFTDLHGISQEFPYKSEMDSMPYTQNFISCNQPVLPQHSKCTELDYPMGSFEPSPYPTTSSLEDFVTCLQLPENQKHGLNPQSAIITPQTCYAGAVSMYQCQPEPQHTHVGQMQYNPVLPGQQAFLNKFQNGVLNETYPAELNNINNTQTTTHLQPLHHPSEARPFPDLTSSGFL
GASC-1 inh: blocks human GASC-1 demethylase activity | GST-JMJD2C(1-420) H3K9me3 demethylation, DELFIA europium | actives 0.069% (n = 330,000) | inhibition, % at 2.35 µM | Q9H3R0;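 active = more than half of a compound's replicate wells show inhibition beyond 50%, single wells judged on their own value; inconclusive = some, but no more than half, of replicates pass 50% inhibition; inactive = no replicate passes 50% inhibition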;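 also: signal counts dimethyl H3K9 product captured on neutravidin plate; 0% = median of DMSO wells and 100% = 0.3 times that DMSO median; strong numbers were not always called active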
Yeast superoxide: lowers age-related superoxide in aged yeast cells; superoxide response (% of plate mean), % at 10 µM; actives 0.18% (n = 330,000); AID 2690; S. cerevisiae aged cells, superoxide DHE fluorescence; active compounds read low;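 active = superoxide response under a set limit, about three screen SD below normal, cut at about 65% in these data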;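 also: yeast aged for seven days with compound at 30 °C before DHE staining; 100% = average MFI of all compound-treated wells on the plate with controls excluded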
procasp3 activ: activates human procaspase-3; P42574; recombinant procaspase-3 D3A, Ac-DEVD-pNA absorbance 405 nm; activation, % at 8.5 µM; actives 0.11% (n = 330,000);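 active = activation above the mean of all tested compounds plus 3 SD, cut at about 21% in these data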;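 also: 0% = DMSO alone and 100% = DMSO wells spiked with extra 5 µM PC-3 D3A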
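Assay system – Procaspase-3 D3A mutant · Benchmarks – DMSO low control, extra-enzyme high control · Technique – 405 nm absorbance of p-nitroaniline, reads at 0 and 120 min · Doses – 8.5 µM nominal · Measure – % activation between DMSO and enzyme-spiked controls · Also added – Ac-DEVD-pNA chromogenic peptide substrate · Schedule – 1 h compound preincubation, 2 h substrate hydrolysis at 25 °C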
LAP4-GFP MLPCN: modulators of TOR pathway LAP4-GFP in S. cerevisiae; GFP response vs DMSO, % at 10 µM; S. cerevisiae LAP4-GFP multiplex, flow cytometry GFP, 3 h; median GFP as percent of DMSO wells; AID 2023; actives 0.34% (n = 320,000);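 active = GFP response vs DMSO above a set limit, about the screen mean plus 3 SD, cut at about 150% in these data; inconclusive = under 70 cell events counted for the yeast strain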
Active calls of the source: *; ? = inconclusive; nt = not tested or not shown.

SMILES	MEP2 TOR yeast	procasp7 counter	RPL19A TOR yeast	AHR activator	GASC-1 inh	Yeast superoxide	procasp3 activ	LAP4-GFP MLPCN
O=C(Nc1ccc(N2CCN(C(=O)c3ccco3)CC2)c(Cl)c1)c1cc2ccccc2o1	99	11	94	-4	1	104	1	117
O=C(Nc1ccc(N2CCOCC2)cc1)c1cccc(-n2cnnc2)c1	106	4	104	3	-14	99	-6	106
Cc1ccc(C(=O)N2CCCC(C(F)(F)F)C2)cc1S(=O)(=O)N1CCCCC1 (centres undefined)	100	8	100	-1	3	76	-6	103
O=C(CSc1cn[nH]n1)Nc1ccccc1C(F)(F)F	112	-2	105	2	8	98	-5	95
CCOC(=O)c1sc2ncnc(N3CCN(CC)CC3)c2c1C	98	-9	100	1	3	94	4	102
COc1ccc(C(=O)Nc2cccc(S(=O)(=O)NC3=NCCCCC3)c2)cc1	98	-12	103	8	-13	118	-3	109
O=C(COC(=O)COc1cccc(C(F)(F)F)c1)NC(=O)NC1CCCCC1	96	6	93	1	5	100	-3	95
Cc1ccc2[nH]c(C(=O)NN=C3CCCCC3)c(-c3ccccc3)c2c1	106	-10	107	4	-29	98	3	108
Cc1cc2c(OCC(O)CN3CCCCC3)cccc2[nH]1 (centres undefined)	121	-1	103	1	49	100	0	110
O=C(Nc1ccccc1)Nc1cccc(NC(=O)Nc2ccccc2)c1F	110	-6	104	4	0	103	6	91
Cn1c(-c2ccc(F)cc2)cnc1SCC(=O)N1CCCCC1	96	4	99	-6	7	95	-2	91
CN(C)c1cccc(C(=O)OCC(=O)Nc2ccccc2Cl)c1	103	-2	101	0	5	100	-3	93
COc1ccc(N=Nc2nc(-c3ccccc3)c(-c3ccccc3)[nH]2)cc1	103	9	98	1	3	97	14	137
COc1cc2c(=O)n(-c3ccc(C)cc3)c(=O)n(CC(=O)c3ccc4c(c3)OCO4)c2cc1OC	106	3	100	-1	4	100	-3	119
COc1cccc(NC(=O)C2COc3ccccc3O2)c1 (centres undefined)	110	2	104	3	7	105	5	97
COc1ccc(NC(=O)C(OC(=O)c2cnccn2)c2ccccc2)cc1Cl (centres undefined)	98	-7	115	4	23	119	0	92
COC(=O)c1c(NC(=O)C(=O)NCCCN2CCOCC2)sc2c1CCC2	101	0	99	3	1	84	0	94
Cc1nnc(SC(C)C(=O)Nc2ccc3ccccc3c2)n1C (centres undefined)	96	-4	97	7	0	108	6	99
CCCCCC(=O)NC(=S)NC1C2CC3CC(C2)CC1C3 (centres undefined)	103	-4	102	3	0	96	-15	116
CCOc1ccccc1CN1CCN(C/C=C/c2ccc(OC)cc2)CC1CCO (centres undefined)	114	13	108	4	1	100	-2	111
COc1ccc(/C(C)=N\O)cc1OC	98	1	108	-1	-5	91	-5	nt
COc1ccc(-c2csc(N(Cc3ccco3)C(=O)c3cccs3)n2)cc1	98	-3	96	15	9	101	3	104
O=C(NCC(c1ccco1)N1CCCC1)c1cccc(S(=O)(=O)Nc2ccc(F)cc2)c1 (centres undefined)	94	-9	95	-2	-3	95	-3	102
O=[N+]([O-])c1ccccc1S(=O)(=O)Nc1cccc2cccnc12	102	-2	111	-1	-1	103	1	91
O=C(NCc1ccccc1)[C@]1(C(F)(F)F)C[C@H](CCc2ccccc2)CCCO1	95	4	98	4	-7	98	-6	109

Three compounds already listed, sorted by the value under procasp3 activ, rising.
Molecule | procasp3 activ
O=C(NCc1ccccc1)[C@]1(C(F)(F)F)C[C@H](CCc2ccccc2)CCCO1 | -6
O=C(COC(=O)COc1cccc(C(F)(F)F)c1)NC(=O)NC1CCCCC1 | -3
Cc1cc2c(OCC(O)CN3CCCCC3)cccc2[nH]1 (centres undefined) | 0

Profiles as entered above. Order of values: MEP2 TOR yeast, procasp7 counter, RPL19A TOR yeast, AHR activator, GASC-1 inh, Yeast superoxide, procasp3 activ, LAP4-GFP MLPCN
Profile of `O=[N+]([O-])c1ccccc1S(=O)(=O)Nc1cccc2cccnc12` : 102, -2, 111, -1, -1, 103, 1, 91
Profile of `O=C(CSc1cn[nH]n1)Nc1ccccc1C(F)(F)F` : 112, -2, 105, 2, 8, 98, -5, 95
Profile of `O=C(NCC(c1ccco1)N1CCCC1)c1cccc(S(=O)(=O)Nc2ccc(F)cc2)c1` (centres undefined) : 94, -9, 95, -2, -3, 95, -3, 102

5 compounds from above, reduced to MEP2 TOR yeast, AHR activator and GASC-1 inh:
structure	MEP2 TOR yeast	AHR activator	GASC-1 inh
O=C(Nc1ccc(N2CCOCC2)cc1)c1cccc(-n2cnnc2)c1	106	3	-14
Cc1ccc(C(=O)N2CCCC(C(F)(F)F)C2)cc1S(=O)(=O)N1CCCCC1 (centres undefined)	100	-1	3
O=C(CSc1cn[nH]n1)Nc1ccccc1C(F)(F)F	112	2	8
CCOC(=O)c1sc2ncnc(N3CCN(CC)CC3)c2c1C	98	1	3
COc1ccc(C(=O)Nc2cccc(S(=O)(=O)NC3=NCCCCC3)c2)cc1	98	8	-13

Following part.
SMILES	MEP2 TOR yeast	procasp7 counter	RPL19A TOR yeast	AHR activator	GASC-1 inh	Yeast superoxide	procasp3 activ	LAP4-GFP MLPCN
CC(=O)OCC1=C(C(=O)O)N2C(=O)C(NC(=O)C(C)Cn3cc(Cl)cn3)C2SC1 (centres undefined)	102	-20	104	2	5	107	-2	110
O=C(Nc1ccc(S(=O)(=O)N2CCCCCC2)cc1)c1ccc(Br)o1	99	1	95	-1	33	104	6	110
C=CCSc1nn2c(=O)c3ccccc3nc2s1	98	4	100	3	9	108	3	87
Cc1ccc2c(=O)oc(N(C)C)nc2c1	106	2	118	19	4	103	4	99
CC(NC(=O)c1cc(Br)cs1)C1CCCO1 (centres undefined)	104	4	100	1	9	93	2	93
COC(CN1C(=O)C(O)=C(C(C)=O)C1c1ccccn1)OC (centres undefined)	105	-5	97	0	-11	96	0	100
COc1ccc(CO/N=C/c2c(C)[nH]c(=O)[nH]c2=O)cc1	105	-3	99	1	2	104	0	101
Cc1cccc(Nc2nccc(N(C)C)c2C#N)c1	98	0	97	-3	-13	103	2	100
Cc1ccc(NC(=O)CSc2nnc3n2CCCCC3)cc1	?	6	?	-1	-3	108	-3	?
Cc1ccnc(NC(=O)c2ccc3c(c2)C(=O)N(CC2CCCO2)C3=O)c1 (centres undefined)	112	-4	111	13	5	83	5	96
CN(C)S(=O)(=O)c1cccc(C(=O)Nc2ccc(S(=O)(=O)N3CCCC3)cc2)c1	89	-1	99	5	2	94	-2	93
CN(C)C(=O)CSc1nc2ccccc2n1CC(=O)N1CCN(c2ccccc2)CC1	104	9	98	-1	11	103	-10	95
Cc1ccc(S(=O)(=O)CCC(=O)Nc2sccc2C#N)cc1	89	9	99	3	-3	103	-5	101
COc1ccc(OCCCn2cccc2/C=C2/C(=N)N3OC(C)=CC3=NC2=O)cc1	101	4	101	12	-9	99	-1	102
Cc1ccc(CN2CC(C(=O)Nc3cc(S(C)(=O)=O)ccc3Cl)CC2=O)cc1 (centres undefined)	123	-7	101	0	6	78	4	102
N#C/C(=C\c1cccc([N+](=O)[O-])c1)c1nnc2n1CCCCC2	104	1	106	1	6	98	2	100
O=C1CCN(Cc2ccccc2)C(=O)N1c1ccccc1	111	6	102	-4	1	107	-7	107
CC(C)(C)NC(=O)C(c1ccc(F)cc1)N(C(=O)CCC(=O)Nc1ccccn1)C1CCCC1 (centres undefined)	103	1	97	-1	0	103	6	96
O=C(Nc1ccccc1)N(c1ccccc1)C1C=CS(=O)(=O)C1 (centres undefined)	94	0	89	2	-4	104	11	93
COc1cc(/C(C)=N/N2CCOCC2)cc(OC)c1OC	110	6	109	1	6	105	-6	103
CC1(C)CC(=O)C=C(c2ccc(OC(F)(F)F)cc2)C1	99	8	104	-2	10	99	5	109
CCOC(=O)C1CC(=O)c2cc(OC)c(OC)cc2C1 (centres undefined)	99	-2	96	-1	6	90	9	nt
CC(C)Oc1ccc(Cc2c(O)nc(NCCCN(C)C)[nH]c2=O)cc1	105	10	99	0	4	98	10	101
Nc1cc(=O)[nH]c(SCC(=O)Nc2cccc([N+](=O)[O-])c2)n1	94	12	99	1	5	101	5	106
COc1ccccc1N1CCN(C(=O)c2ccc(-c3ccc(Cl)cc3)o2)CC1	96	-1	92	-4	-5	118	3	111
Cc1ccc(C)c(CN2CCC(CNC(=O)Nc3ccc(C)c(F)c3)CC2)c1	111	0	101	3	-12	88	-4	94
